# From PubChem BioAssay
# HEK cytotox: HEK 293 cell cytotoxicity; HEK 293 viability, ATP luminescence (CellTiter-Glo), 48-72 h; Potency, µM (series often up to 115 µM), inactives show top-dose activity change, negative = cytotoxicity, most hits filed as inhibitors; 94,000 compounds, 6.6% hits; note: potency is the fitted concentration of half-maximal effect; nearly all actives have a fitted effect of over 60% in size
#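 qHTS cytotoxicity; HEK 293, 250 cells/well; compound pinned; 48 or 72 hr, 37 degree Celsius, 5% CO2, 95% humidity; CellTiter-Glo, 10 min RT; luminescence (ATP).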
# NIH3T3 tox: NIH 3T3 cell cytotoxicity | NIH 3T3 viability, CellTiter-Glo ATP luminescence, 48-72 h | Potency, µM (highest dose often 96.7 µM), for the others: at the top dose activity change, negative = cytotoxicity, actives largely listed as inhibitors | 94,000 compounds, 4.3% hits | AID 1345082; note: potency is the fitted concentration of half-maximal effect; nearly all actives have a fitted effect of over 55% in size
#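 Cytotoxicity was measured by CellTiter-Glo ATP luminescence after 48 or 72 h compound exposure at 37 °C. Mouse NIH 3T3 fibroblasts were seeded at 400 cells/well and dosed by 23 nL pin transfer.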
# IP6K1 inhibitor: blocks human inositol hexakisphosphate kinase 1; Q92551; IP6K1 kinase, ADP-Glo luminescence, 2 h; hits give low values; 140,000 compounds, 0.81% hits; activity change, % (series mostly up to about 58 µM); in the data active = activity change below about -25%
# Target sequence (Q92551 whole entry, looked up): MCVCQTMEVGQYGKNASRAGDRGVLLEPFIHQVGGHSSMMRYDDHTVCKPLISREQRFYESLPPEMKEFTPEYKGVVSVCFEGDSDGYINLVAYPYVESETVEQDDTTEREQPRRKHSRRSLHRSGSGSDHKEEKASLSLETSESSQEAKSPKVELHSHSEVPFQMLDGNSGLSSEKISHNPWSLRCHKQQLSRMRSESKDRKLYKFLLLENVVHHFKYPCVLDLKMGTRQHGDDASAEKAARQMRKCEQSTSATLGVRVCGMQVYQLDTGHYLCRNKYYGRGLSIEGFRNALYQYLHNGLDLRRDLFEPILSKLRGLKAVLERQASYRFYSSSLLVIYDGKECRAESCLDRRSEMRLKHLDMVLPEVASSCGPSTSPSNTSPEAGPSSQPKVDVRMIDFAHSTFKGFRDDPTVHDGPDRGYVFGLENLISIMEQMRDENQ
#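 ADP-Glo luminescence measures ADP made by human IP6K1 during a 2 h RT reaction with ATP/IP6 (mix at 1.3 mM/130 uM); top library doses 57.5 and 19.1 uM final.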
# SNCA expr inhib: inhibitors of alpha-synuclein (SNCA) gene expression | HEK-293 SNCA-luciferase knock-in, luminescence, 24 h | Potency, µM (highest dose often 57.2 µM), inactives show at the top dose activity change, negative = inhibition, usual class: inhibitors | 140,000 compounds, 0.17% hits | AID 1671194;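 note: potency is the fitted concentration of half-maximal effect; plate controls were DMSO cells for no effect and cell-free wells for full effect; nearly all actives have a fitted effect of over 45% in size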
# FLuc inh: blocks purified firefly luciferase enzyme activity; purified P. pyralis luciferase, luminescence, biochemical; P08659; Potency, µM (top dose mostly 115 µM), without a hit: at the top dose activity change, negative = inhibition, most hits filed as inhibitors; 76,000 compounds, 2.5% hits; note: potency is the fitted concentration of half-maximal effect; nearly all actives have a fitted effect of over 65% in size
# Target sequence (P08659 whole entry, looked up): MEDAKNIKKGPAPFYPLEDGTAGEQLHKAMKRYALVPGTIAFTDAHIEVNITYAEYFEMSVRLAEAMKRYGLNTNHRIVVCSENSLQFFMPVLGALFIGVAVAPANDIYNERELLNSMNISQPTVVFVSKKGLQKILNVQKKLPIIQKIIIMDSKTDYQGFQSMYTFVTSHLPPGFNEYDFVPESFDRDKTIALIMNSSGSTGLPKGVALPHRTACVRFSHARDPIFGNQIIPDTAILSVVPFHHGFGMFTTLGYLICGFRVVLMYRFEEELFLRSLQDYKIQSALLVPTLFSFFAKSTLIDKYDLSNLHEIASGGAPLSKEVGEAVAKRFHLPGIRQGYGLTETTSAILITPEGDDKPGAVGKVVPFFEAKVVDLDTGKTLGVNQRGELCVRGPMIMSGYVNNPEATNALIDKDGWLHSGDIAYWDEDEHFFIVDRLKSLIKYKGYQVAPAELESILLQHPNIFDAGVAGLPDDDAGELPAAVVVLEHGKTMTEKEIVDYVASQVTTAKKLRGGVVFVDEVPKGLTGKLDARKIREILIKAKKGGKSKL
#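 Cell-free enzyme assay, 10nM P. pyralis luciferase, luciferin and ATP each at 10uM. Inhibition profiled over a 6-point titration, read as luminescence.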
# GPT2 inh: inhibitors of human GPT2 alanine aminotransferase; Potency, µM (doses to about 57.7 µM), inactives show at the highest dose activity change, negative = inhibition, actives largely listed as inhibitors; 100,000 compounds, 0.25% hits; Recombinant GPT2, coupled pyruvate oxidase/HRP Amplex Red fluorescence; note: potency is the fitted concentration of half-maximal effect; nearly all actives have a fitted effect of over 60% in size; many of its hits are not listed in these tables
#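 GPT2 10ng/uL, a-KG 250uM, L-Ala 2mM, HEPES pH7.5 + 0.0001% Tween; 30 min RT. Then Amplex mix (PO/HRP/ThPP), 30 min RT dark, fluorescence. AOA 50uM used as positive control.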
# SNCA viab count: cell viability loss counter-screen; AID 1671193; HEK-293-SNCA-luc viability, GF-AFC fluorescence, 24 h; 150,000 compounds, 0.12% hits; Potency, µM (series often up to 57.1 µM), for inactives: top-dose activity change, negative = cytotoxicity, most hits filed as cytotoxic;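 note: potency is the fitted concentration of half-maximal effect; 0% = DMSO-treated cells and -100% = medium-only wells without cells; nearly all actives have a fitted effect of over 30% in size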
#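 HEK-293-SNCA-luc cells (1500/well) plated 24 h, then exposed 24 h to a dilution series; GF-AFC added 30 min at 37C, fluorescence 405/540 nm; normalised to medium-only and DMSO wells, Hill fit.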
# Active calls of the source: *; i = inactive; ? = inconclusive; nt = not tested or not shown; & = joins results of further samples; [ ] = another dose, or the depositor's remark. Unless noted, calls come from the whole dose curve; as a rule, active = well fitted curve in the direction sought with a large enough effect; inconclusive = small, poorly fitted or top-dose-only effect, or another doubt; inactive = no such curve, though single readings can be large; an effect the other way counts as inactive or inconclusive. Unless noted, % is set by controls: 0 for no effect and ±100 for the full control effect.
SMILES,HEK cytotox,NIH3T3 tox,IP6K1 inhibitor,SNCA expr inhib,FLuc inh,GPT2 inh,SNCA viab count
CCOC(=O)c1[nH]c2c(c1Cc1ccccc1OC)C(=O)CC(c1ccc(OCC)cc1)C2 (stereo unspecified),nt,nt,21,-13%,nt,nt,-5%
CCOC(=O)CCNC(=O)N1CCCC(c2nc(-c3cccnc3)no2)CCNC(=O)CC1 (stereo unspecified),-4%,-1%,13,19%,-3%,4%,6%
COc1ccc(-c2nc(C3CC(=O)N(c4ccc(F)c(Cl)c4)C3)no2)cc1OC (stereo unspecified),?,?,6,9%,15%,i,5%
Cc1nc2cc(-c3ccccc3)nn2c(C)c1CCC(=O)N1CCN(c2ccc(F)cc2)CC1,nt,nt,-4,?,nt,nt,-1%
O=C(NCc1ccncc1)C1CCN(C(=O)N2CC3CC(C2)[C@H]2CCCC(=O)N2C3)CC1 (stereo partly specified),6%,i,24,6%,-3%,-3%,10%
COc1cccc(CC(=O)N2CC(C(=O)N(C)C)C3(CCOCC3)C2)c1 (stereo unspecified),-3%,-6%,16,20%,-10%,-10%,-24%
COC(=O)c1cccc2nc([C@H]3CCN(Cc4ccccc4)C3)oc12,79µM*,?,3,-5%[87.6 µM],11%[172 µM],i,-3%[87.6 µM]
Cc1nc(-c2cn(C3CCCN(C(=O)c4ccccc4F)C3)nn2)no1 (stereo unspecified),5%,-9%,0,40%[activator],-11%,1%,12%
Cn1ncc2c(C(=O)N3CCN(c4ncccn4)CC3)cc(-c3ccc([S+](C)(=O)[O-])cc3)nc21,2%,-8%,-9,-6%,nt,-20%,-11%
CCc1ccc(CN(C)C(=O)c2cn(CC3COc4ccccc4O3)nn2)cc1 (stereo unspecified),?,-28%,-2,-18%,0%,?,0%
CC(CO)Nc1ncnc2c1CN(C1CCCNCC1)C(=O)CN2C (stereo unspecified),-1%,-1%,6,-14%,nt,-8%,3%
CN(C)c1ccc(CN[C@H]2C[C@H]3C(=O)NC[C@@H](CCC(=O)N4CCc5ccccc54)N3C2)cc1,5%,?,3,5%,6%,i,0%
O=C(CC(c1cccc2c1OCO2)c1c[nH]c2ccccc12)NCc1ccccc1 (stereo unspecified),?,?,3,-11%,-2%,i,-3%
CCCS(=O)(=O)Nc1ccc(F)c(C(=O)c2c[nH]c3ncc(Cl)cc23)c1F,nt,nt,-31*,12µM*,nt,-3%&2%,?
O=C(Cc1ccccc1)N1CCN(c2cc(-c3ccccc3)[nH]n2)CC1,?,?,-5,27%,-5%,i,3%
CCCCNC(=O)Cn1cnc2sc(C)c(S(=O)(=O)N3CCN(c4ccccc4OC)CC3)c2c1=O,nt,nt,-2,7%,nt,nt,-2%
COc1ccc(OCC(=O)NCc2ccc3c(c2)CCN3C(=O)c2ccccc2)cc1,nt,nt,-1,-5%,nt,nt,-11%
CCc1cccc(C)c1NS(=O)(=O)c1ccc(-n2cccn2)cc1,nt,nt,5,-22%,nt,nt,-5%
O=C(c1ccc(C(F)(F)F)cc1)N1CCC2(CC1)CCN(CCc1ccccc1)c1ccccc1O2,?,?,11,-14%,-10%,i,-12%
COc1ccc(C2(C#N)CCC(C(=O)O)CC2)cc1OC1CCCC1 (stereo unspecified),nt,nt,9,-17%,nt,-4%&-2%,17%&-3%
Cc1ccc(CSC2=Nc3ccccc3C3=NC(CC(=O)NCc4cccs4)C(=O)N23)cc1 (stereo unspecified),nt,nt,19,107%[activator],nt,nt,?
CC(=O)Nc1cccc(-c2nc(-c3c(C)noc3C)cc3cc(CO)oc23)c1,?,?,-12,57%[activator][87.6 µM],-13%[172 µM],5%[88.5 µM],-4%[87.6 µM]
O=C(Nc1ccc(F)cc1)c1c[nH]c2cccnc12,?,?,15,78%[activator][87.6 µM],nt,i,?
O=C(NCc1cccs1)c1ccc(Cn2c(SCc3ccc(F)cc3)nc3cccnc32)cc1,nt,nt,29,-8%,nt,nt,?
Cc1ccc(C)c(NC(=O)c2ccc3c(c2)CCN3S(C)(=O)=O)c1,nt,nt,17,49%[activator],nt,nt,16%
COc1ccc(CN2C(=O)COC[C@H]2C(=O)Nc2ccc(F)c(F)c2)cc1OC,-1%,-7%,5,-4%,2%,-8%,-9%
Cc1c(CN(C)c2cc(C3CC(O)C3)nc(N)n2)[nH]c2ccccc12 (stereo unspecified),-93%,?,0,?,-5%,i,-23%
CN(C)Cc1cccc(-c2cc3c(ccn3Cc3cccnc3)c(C3=CCOCC3)n2)c1,35µM*,?,21,9%[87.6 µM],9%[172 µM],i,-29%[87.6 µM]
N#Cc1cccnc1-c1cccc(C(=O)NCCNC(=O)c2ccc(C(F)(F)F)cc2)c1,?,?,8,-11%,nt,i,-7%
CCc1nc(-c2c3n(c(=O)n(Cc4ccc(F)cc4)c2=O)CCCCC3)no1,-14%,-13%,5,-6%,-11%,i,0%

# In a second layout: 6 of the compounds above.
# Each structure is followed by: HEK cytotox, NIH3T3 tox, IP6K1 inhibitor, SNCA expr inhib, FLuc inh, GPT2 inh, SNCA viab count
COc1ccc(OCC(=O)NCc2ccc3c(c2)CCN3C(=O)c2ccccc2)cc1
    nt, nt, -1, -5%, nt, nt, -11%
CCc1cccc(C)c1NS(=O)(=O)c1ccc(-n2cccn2)cc1
    nt, nt, 5, -22%, nt, nt, -5%
O=C(c1ccc(C(F)(F)F)cc1)N1CCC2(CC1)CCN(CCc1ccccc1)c1ccccc1O2
    ?, ?, 11, -14%, -10%, i, -12%
COc1ccc(C2(C#N)CCC(C(=O)O)CC2)cc1OC1CCCC1 (stereo unspecified)
    nt, nt, 9, -17%, nt, -4%&-2%, 17%&-3%
Cc1ccc(CSC2=Nc3ccccc3C3=NC(CC(=O)NCc4cccs4)C(=O)N23)cc1 (stereo unspecified)
    nt, nt, 19, 107%[activator], nt, nt, ?
CC(=O)Nc1cccc(-c2nc(-c3c(C)noc3C)cc3cc(CO)oc23)c1
    ?, ?, -12, 57%[activator][87.6 µM], -13%[172 µM], 5%[88.5 µM], -4%[87.6 µM]

# Following part
SMILES,HEK cytotox,NIH3T3 tox,IP6K1 inhibitor,SNCA expr inhib,FLuc inh,GPT2 inh,SNCA viab count
O=C1Nc2ccccc2OCC12CCN(CC1CCCCC1)CC2,-1%[172 µM],-4%[138 µM],18,?,-5%[172 µM],i,?
COc1cccc(-c2cccc(C(=O)N3CCN(C(=O)N(C)C)CC3)c2)c1,?,-29%,-2,15%,nt,i,3%[12.5 µM]
CC(=O)O[C@H](C[C@@H](C)[C@H]1C(=O)[C@H](O)[C@@]2(C)[C@@H]3CCC4C(C)(C)[C@@H](O[C@@H]5OC[C@H](O)[C@H](O)[C@H]5O)CC[C@@]45C[C@@]35CC[C@]12C)[C@@H]1OC1(C)C (stereo partly specified),nt,nt,12,nt,nt,3%[17.1 µM],10%[23.9 µM]
COc1ccc(N2CCN(C(=O)CN3C(=O)NC4(CCOCC4)C3=O)CC2)cc1,3%,-8%,4,-12%,7%,?,-1%
CC(C)(Cc1ccc(F)cc1)NC(=O)CC1C(=O)NCCN1Cc1ccoc1 (stereo unspecified),?,?,-2,-7%,-22%,i,-14%
COc1cc(CN(C(=O)c2ccccc2F)C2CCS(=O)(=O)C2)cc(OC)c1OC (stereo unspecified),nt,nt,-3,-1%,nt,nt,-2%
Cc1nccn1CCCC(=O)N1CCC2(CC1)CNC(C(=O)O)C2 (stereo unspecified),-15%,-7%,0,-7%,8%,i,-5%
O=C(Nc1ccccc1C(F)(F)F)N1CCCC(Cn2cnc3cccnc32)C1 (stereo unspecified),?,-21%,-3,?,11%,-1%,0%
COCCOC1CCOC2(CCN(C(=O)Cc3cccc(OC)c3)CC2)C1 (stereo unspecified),?,-1%,-1,-3%,-1%,i,5%[12.5 µM]
CCc1ccccc1S(=O)(=O)N1CCC(n2cnnc2C)CC1,3%,3%,-10,-16%,9%,-5%,6%
NCCn1cc(C(=O)N2CC[C@@H](c3ccc4c(c3)OCO4)[C@H](O)C2)nn1,-1%,?,8,6%,-10%,i,-3%
O=C(CCC1CCN(C(=O)c2ccccc2F)CC1)NCC1CCCCC1,?,?,19,-10%,6%,1%,-9%
CCc1noc(-c2ccc(NC(C)c3ccccc3)c([N+](=O)[O-])c2)n1 (stereo unspecified),nt,nt,14,70%[activator],nt,nt,-16%
COc1ccccc1-c1cc(C(=O)N2CCOCC2)nc2c1cnn2C,-5%,0%,-4,-5%,nt,1%,6%
COc1cc(Cl)c(S(=O)(=O)NCCc2c(C)[nH]c3c(C)cccc23)cc1Cl,nt,nt,19,-17%,nt,nt,0%
COc1ccc(C(=O)CCC(=O)Nc2cc(C)ccc2C)cc1,nt,nt,2,-4%,nt,nt,7%
CCOC(=O)c1c(NC(=O)CSc2cn(CCNC(=O)c3c(F)cccc3F)c3ccccc23)sc2c1CCC2,nt,nt,6,-26%,nt,nt,-9%
CCCCNC(=O)c1c(-c2ccccc2)c(-c2ccccc2)nn(C)c1=O,nt,nt,10,-12%,nt,nt,-26%
COc1ccc(-c2ccccc2C(=O)N(C(C)C)C(C)C)c2cccnc12,-24%,?,4,-1%,2%,-1%,0%
Cc1ccc(-c2nc(C)c(CCNC(=O)c3ccco3)s2)cc1,nt,nt,-1,122%[activator],nt,nt,1%
CCOC(=O)c1nnc2c(-c3ccc(Cl)cc3)c(C)nn2c1C,nt,nt,-4,14%,nt,nt,0%
COc1ccc(CNC[C@H]2O[C@H](Cc3cc(COc4ccccc4)on3)CC[C@@H]2O)cc1,?,?,-5,71%[activator],10%,i,-3%
COc1ccc(-c2ccccc2C(=O)NCCCOC(C)C)nn1,?,?,9,nt,nt,nt,nt
Cn1nc2n(c1=O)CCN(S(=O)(=O)c1ccc3[nH]c(=O)oc3c1)CC2,19%,i,-5,4%,13%,-5%,-6%
COc1ccc(CCNC(=O)c2cnn(-c3ccc(F)cc3)c2C2CCN(C(=O)OC(C)(C)C)CC2)cc1OC,nt,nt,5,-27%,nt,nt,1%
CCOC(=O)Cn1c(=O)n(-c2ccc(Cl)cc2)c2nc(-c3ccc(Cl)cc3)nc(C(N)=O)c21,nt,nt,20,-14%,nt,nt,-18%
CCOc1ccccc1CNS(=O)(=O)c1ccc(-c2coc(C)n2)cc1,nt,nt,-2,-7%,nt,nt,5%
Cc1cccc(NC(=O)Cn2c(=O)oc3cc(S(=O)(=O)NCc4ccccc4)ccc32)c1,nt,nt,38,-2%,nt,nt,-20%
CCN(CC)Cc1cnc2c(C(=O)Nc3ccc(OC)c(OC)c3)cnn2c1,-2%,i,28,32%[activator],-10%,4%[11.5 µM],-6%
O=C(c1cccc(Cl)c1)N1CCC2(CC1)CC(O)CCO2 (stereo unspecified),-6%,-13%,2,6%,-12%,i,15%
Cc1cccc(O[C@H]2COCCN(Cc3nccn3C)C2)n1,i,i,11,5%[87.6 µM],1%[172 µM],i,6%[87.6 µM]
CCCS(=O)(=O)N1CC(=O)N(c2ccccc2C)C(C)(C(=O)NC2CCCCC2)C1 (stereo unspecified),nt,nt,4,-10%,nt,nt,2%

# An excerpt; count on the stated rates, not on these rows.
